# Assay outcomes (PubChem)
# GLP-1R agonist: GLP-1 receptor (human) agonism | P43220 | HEK293 GLP-1R CRE-luciferase, luminescence, 4-6 h; cells express a hypersensitive GLP-1R form | Potency, µM (top dose mostly 45.6 µM), for inactives: top-dose activation, hits mostly activators | actives 0.007% (n = 380,000); note: potency is the fitted concentration of half-maximal effect; % of control where 0% means no effect
# Target sequence (P43220 whole entry, looked up): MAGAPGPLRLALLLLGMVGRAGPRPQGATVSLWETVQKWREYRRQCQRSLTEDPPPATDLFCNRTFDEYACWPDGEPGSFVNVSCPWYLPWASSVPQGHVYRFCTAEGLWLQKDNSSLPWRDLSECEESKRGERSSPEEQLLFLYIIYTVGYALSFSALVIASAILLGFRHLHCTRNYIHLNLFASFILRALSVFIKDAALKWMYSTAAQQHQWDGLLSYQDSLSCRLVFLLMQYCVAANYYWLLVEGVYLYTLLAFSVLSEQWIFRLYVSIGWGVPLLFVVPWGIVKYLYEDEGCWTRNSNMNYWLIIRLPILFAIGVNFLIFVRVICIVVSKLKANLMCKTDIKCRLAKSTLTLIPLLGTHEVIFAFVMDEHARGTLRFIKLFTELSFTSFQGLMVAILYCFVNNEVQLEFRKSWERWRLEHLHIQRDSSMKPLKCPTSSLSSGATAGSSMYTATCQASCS
# D3 antag: D3 dopamine receptor (human) antagonism; actives 2.5% (n = 360,000); D3R cells, DiscoveRx beta-arrestin luminescence, antagonist mode; active compounds read low; max response, negative = inhibition, %; P35462; in the data active = max response below about -50%; inconclusive = no clear call, values can overlap the other calls; note: % is set by controls: 0 for no effect and ±100 for the full control effect; mostly tested at two doses, the higher about 12 µM
# Target sequence (P35462 whole entry, looked up): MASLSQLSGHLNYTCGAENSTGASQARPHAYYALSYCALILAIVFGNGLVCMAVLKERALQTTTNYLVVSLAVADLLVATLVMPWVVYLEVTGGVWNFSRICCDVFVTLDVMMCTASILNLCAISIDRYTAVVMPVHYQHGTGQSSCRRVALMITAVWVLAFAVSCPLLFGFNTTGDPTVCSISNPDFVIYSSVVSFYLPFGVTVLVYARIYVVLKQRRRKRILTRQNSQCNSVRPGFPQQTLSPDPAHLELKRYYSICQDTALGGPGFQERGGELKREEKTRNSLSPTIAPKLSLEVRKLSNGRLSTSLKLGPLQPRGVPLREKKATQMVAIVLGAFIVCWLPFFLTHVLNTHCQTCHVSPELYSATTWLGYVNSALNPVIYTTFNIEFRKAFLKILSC
#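 Cells plated overnight at 1500 cells/well, then exposed to library compounds with dopamine controls for 90 minutes at 37 degrees C. DiscoveRx reagent added for 30–60 minutes at room temperature; luminescence read, quantitative HTS format.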
# KB-3-1 tox: kills parental KB-3-1 adenocarcinoma cells; AID 1347075; Potency, µM (top dose mostly 46.1 µM), for inactives: top-dose activity change, negative = cytotoxic, most hits filed as cytotoxic; KB-3-1 viability, CellTiter-Glo ATP luminescence, 72 h; actives 1.4% (n = 400,000); note: potency is the fitted concentration of half-maximal effect; % is set by controls: 0 for no effect and ±100 for the full control effect; nearly all actives have a fitted effect of over 60% in size
#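 Viability of parental KB-3-1 cells, measured by CellTiter-Glo luminescence, followed a 72 h incubation at 37 °C with pinned compounds in phenol-red-free DMEM containing 10% FBS.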
# SW480 rerep: induces DNA re-replication in SW480 colon adenocarcinoma cells. SW480 DNA re-replication, Hoechst DNA content imaging, 48 h. Potency, µM (highest dose often 46.1 µM), for the others: at the highest dose re-replication activation, actives largely listed as activators. actives 1.8% (n = 340,000). AID 624297; note: potency is the fitted concentration of half-maximal effect; % of control where 0% means no effect; nearly all actives have a fitted effect of over 55% in size
#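 250 cells/well; 23 nL cpd via pin tool; 48 hr, 37 C, 5% CO2; Hoechst 40 min; imager read of total nuclear intensity, ex 405/em 500-530 nm.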
# DRD3 agonist: agonists of human D3 dopamine receptor | P35462 | actives 0.58% (n = 410,000) | AID 652048 | max activation, % | D3R DiscoveRx beta-arrestin cells, luminescence, 90 min; in the data active = max activation above about 30%; note: 0% is about no effect; mostly tested at two doses, the higher about 12 µM
#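 Agonist mode: compounds and dopamine controls were applied to plated cells for 90 min at 37 degrees C after an overnight attachment at 1500 cells/well. Luminescent read-out followed 30 - 60 minutes at room temperature with DiscoveRx detection reagent.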
# HT1080NT lethal: kills 2HG-producing HT-1080-NT fibrosarcoma cells; Potency, µM (highest dose often 46.1 µM), inactives show at the highest dose activity, negative = less viability, most hits filed as cytotoxic; AID 686970; actives 1.6% (n = 360,000); HT-1080-NT fibrosarcoma viability, CellTiter-Glo ATP luminescence, 48 h;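 note: NT is the 2HG producing partner of a matched IDH1 knockdown line; potency is the fitted concentration of half-maximal effect; 0% = DMSO-treated cells and -100% = media-only wells without cells; nearly all actives have a fitted effect of over 55% in size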
#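 Read-out is CellTiter-Glo luminescence after 10 minutes at room temperature, following 48 hours' compound treatment of HT-1080-NT cells (750 cells/well, RPMI, 5% FBS, 37 degrees C).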
# HT1080 IDH1KD tx: toxicity to HT-1080 IDH1 knockdown cells (counter line); actives 2% (n = 360,000); Potency, µM (highest dose often 46.1 µM), inactives show top-dose activity, negative = toxicity, most hits filed as cytotoxic; AID 686971; HT-1080 IDH1 knockdown viability, ATP luminescence, 48 h;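 note: potency is the fitted concentration of half-maximal effect; 0% = DMSO wells and -100% = cell-free medium wells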
#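 CellTiter-Glo luminescence after 48 h compound exposure at 37 degrees C of IDH1-knockdown HT-1080 cells in 5% FBS RPMI. %Activity scaled between DMSO wells and cell-free media wells, with curves fitted and assigned curve classes.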
# KB-V1 MDR tox: kills drug-selected multidrug resistant KB-V1 cells | KB-V1 MDR cells viability, CellTiter-Glo, 72 h | AID 1347076 | actives 3.4% (n = 400,000) | Potency, µM (doses to about 46.1 µM), without a hit: at the highest dose activity change, negative = cytotoxicity, hits mostly cytotoxic; note: potency is the fitted concentration of half-maximal effect; % is set by controls: 0 for no effect and ±100 for the full control effect; nearly all actives have a fitted effect of over 60% in size
#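 Cells of the MDR subline KB-V1 are plated, dosed with compound at multiple concentrations, and incubated 72 h at 37 degrees C; CellTiter-Glo is then added and luminescence read after 10 min.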
# IL1B secr inh: inflammasome signaling inhibition, IL-1 beta readout. THP-1 LPS/ATP IL-1B secretion, AlphaLISA, 16 h; active compounds read low. activity change, % at 57.5 µM. actives 4.7% (n = 360,000); in the data active = activity change below about -50%; inconclusive = mostly about -30% to -49%; note: % is set by controls: 0 for no effect and ±100 for the full control effect
#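 THP-1 cells pretreated 1 hr with compounds (up to 57.5 uM final), then stimulated with LPS (250 ng/mL final) plus ATP (1.25 mM final); secreted IL-1B measured by AlphaLISA after 16 hr, decreased signal indicating inhibition.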
# * = called active by the depositor; u = inconclusive; x = no result given; & = joins results of further samples; [ ] = another dose, or the depositor's remark. Unless noted, calls come from the whole dose curve; as a rule, active = well fitted curve in the direction sought with a large enough effect; inconclusive = small, poorly fitted or top-dose-only effect, or another doubt; inactive = no such curve, though single readings can be large; an effect the other way counts as inactive or inconclusive. Rows were taken by chance. Share with any hit: about 12%.
SMILES,GLP-1R agonist,D3 antag,KB-3-1 tox,SW480 rerep,DRD3 agonist,HT1080NT lethal,HT1080 IDH1KD tx,KB-V1 MDR tox,IL1B secr inh
O=[N+]([O-])c1cccc(C(=Nc2ccc(Cl)cc2)NO)c1,8.7%,23.5,-5.0%,-2.0%,7.0,-15.0%,-21.7%,-19.2%,-23.2
O=S(=O)(NCc1cc(-c2ccccc2)no1)c1ccc(Cl)cc1,9.6%,17.4,6.0%,1.0%,-0.5,5.9%,12.0%,-16.9%,2.4
Cc1cn([C@H]2C[C@H](O)[C@@H](CCC(=O)NCCc3cccs3)O2)c(=O)[nH]c1=O,-0.4%,12.3,0.0%,x,8.2,-0.4%,10.8%,8.3%,-11.1
CCCOc1ccc(N/C=C/C(=O)C(C)(C)C)cc1,-5.4%,-9.9,-1.6%,-9.5%,3.1,3.2%,-4.2%,-13.0%,-5.2
CCOC(=O)c1cc(-c2ccccc2)n(CC2CC(c3ccc(OC)cc3)=NO2)n1 (stereo not drawn),8.5%,1.9,-9.6%,18.4%,11.7,-1.1%,0.4%,-0.1%,2.0
COc1ccc(N=Cc2c(O)n(-c3cccc(C)n3)c(=O)c3ccccc23)c(OC)c1,1.8%,-13.1,-9.9%,-2.0%,1.7,4.7%,16.9%,-1.2%,x
CC(=O)N1CCCc2cc(S(=O)(=O)N3CCCC(C(=O)NCc4ccc(C)cc4)C3)ccc21 (stereo not drawn),4.3%,4.2,-11.2%&-7.7%,11.2%,-1.7&1.7,-1.0%,-11.9%,1.1%&5.0%,82.1
COC(=O)N1CCCc2cc(S(=O)(=O)NCc3ccccc3)ccc21,3.1%,x,3.2%,x,-15.4,x,x,u,x
CC1(C(=O)NS(=O)(=O)c2cccc(C#N)c2)CCN1C(=O)c1ccccc1CCc1ccccc1 (stereo not drawn),-3.0%,10.2,0.0%,x,2.0,-15.9%,-14.9%,3.8%,28.4
N#C/C(=N\Nc1ccc(F)cc1)C(=N)N1CCCCC1,7.3%,-20.5,1.9%,-5.7%,-3.0,-22.3%,0.3%,-13.2%,-14.5
Cc1cc(OCC(=O)NCc2cccnc2)c2c(C)c(Cc3ccccc3)c(=O)oc2c1,9.1%,15.9,3.1%,-12.0%,0.5,3.3%,-0.7%,24.7%,-23.8
O=C(NCc1csc(-c2cccs2)n1)C1CCC1,0.6%,17.1,3.3%,-10.7%,3.0,1.0%,7.8%,-0.7%,18.1
O=C1NC(=S)S/C1=C/c1ccc(N2CCOCC2)o1,-5.2%,-21.0,-7.4%,u,2.6,-18.4%,-28.7%,-16.5%,12.2
Cc1ccc(CNC(=O)C2C3C=CC(C3)C2C(=O)O)cc1 (stereo not drawn),0.6%,13.3,8.6%,-5.2%,4.8,7.9%,-2.6%,-12.1%,28.0
O=C(CN(C(=O)c1csnn1)c1cccc(F)c1)NCc1ccc2c(c1)OCO2,7.6%,-13.1,12.7%,u,8.8,-4.9%,-6.1%,6.2%,-1.0
O=C(N/N=C/c1ccc(Cl)cc1Cl)Nc1ccccc1,-8.8%,-7.9,-0.4%,u,-4.2,u,u,2.3%,5.4
CN(c1ccc(C(=O)Nc2ccc(F)cc2F)cc1)S(=O)(=O)c1ccccc1,5.9%,-12.8,x,u,-0.6,0.1%,-20.5%,x,-27.2
Cc1cc(OCCCn2cnc3ccccc3c2=O)ccc1[N+](=O)[O-],3.1%,-6.5,-10.2%,-0.7%,-11.5,-0.1%,4.0%,u,-1.0
COc1cccc(-c2nn(-c3ccccc3)cc2CN2CCCO2)c1,23.5%,0.3,4.5%,-7.2%,2.5,7.7%,-23.7%,-17.6%,-17.5
CN(C)c1nc(N)nc(Nc2ccccc2C#N)n1,22.8%,17.6,21.0%,-3.6%,6.8,13.8%,10.9%,15.3%,6.9
S=c1nc(-c2ccccc2)c(-c2ccccc2)n[nH]1,-1.1%,-16.1,-4.6%,-3.4%,-3.0,1.0%,-1.7%,-6.1%,25.1
CCCCN1C(=O)C(CC(=O)NCC2CCCCC2)CC(C(=O)N(CC)CC)=C1C (stereo not drawn),0.1%,-3.6,-0.6%,x,0.3,-0.7%,-3.6%,11.6%,-0.3
O=C(CCNC(=O)C1CCN(S(=O)(=O)c2ccccc2)CC1)NCc1ccc(Cl)cc1Cl,-3.8%,4.0,-14.2%,-8.2%,-2.9,-21.2%,-8.3%,2.3%,-21.9
CCC(O)(CC)C(=O)NN(C(=O)CCl)c1ccccc1,0.4%,-2.2,u,u,6.4,0.1%,u,-7.6%,-81.6*
O=C(CCn1nc(-c2ccccc2)ccc1=O)N1CCOCC1,3.3%,-13.3,17.6%,-10.5%,-6.4,-2.1%,2.2%,-1.2%,10.5

# Arranged by SMILES length (lowest first): some entries from above
SMILES,GLP-1R agonist,D3 antag,KB-3-1 tox,SW480 rerep,DRD3 agonist,HT1080NT lethal,HT1080 IDH1KD tx,KB-V1 MDR tox,IL1B secr inh
CCC(O)(CC)C(=O)NN(C(=O)CCl)c1ccccc1,0.4%,-2.2,u,u,6.4,0.1%,u,-7.6%,-81.6*
Cc1ccc(CNC(=O)C2C3C=CC(C3)C2C(=O)O)cc1 (stereo not drawn),0.6%,13.3,8.6%,-5.2%,4.8,7.9%,-2.6%,-12.1%,28.0
Cc1cc(OCC(=O)NCc2cccnc2)c2c(C)c(Cc3ccccc3)c(=O)oc2c1,9.1%,15.9,3.1%,-12.0%,0.5,3.3%,-0.7%,24.7%,-23.8

# Later entries:
SMILES,GLP-1R agonist,D3 antag,KB-3-1 tox,SW480 rerep,DRD3 agonist,HT1080NT lethal,HT1080 IDH1KD tx,KB-V1 MDR tox,IL1B secr inh
Cc1ccc(NC(=O)c2cccc(C(=O)Nc3ccc(C)cc3C(=O)O)c2)c(C(=O)O)c1,1.7%,96.7,4.6%,-4.3%,13.2,1.3%,24.9%,13.7%,63.8
COc1ccc(Cl)cc1NC(=O)c1cccc(N2C(=O)C3CC=CCC3C2=O)c1 (stereo not drawn),5.3%,13.1,0.0%,-8.0%,0.9,-0.6%,-6.4%,3.0%,0.0
COC(=O)c1ccc(NC(=O)CNC(=O)C2CCCCC2)cc1,0.5%,-19.5,-10.0%,u,-16.8,u,-12.0%,-1.7%,0.9
COc1ccccc1C(=O)N1CCN=C1SC,0.2%,-10.9,9.8%,2.0%,1.7,1.5%,-4.3%,4.8%,32.1
CCn1c2ccccc2c2cc(NC(=O)CNCC3CCCO3)ccc21 (stereo not drawn),9.8%,-11.7,17.5%,2.7%,-7.9,u,-14.5%,-3.9%,-52.1*
CCN(C(=O)COC(=O)C(C)(C)Oc1ccc(Cl)cc1)c1c(N)n(Cc2ccccc2)c(=O)[nH]c1=O,-10.9%,-22.9,0.1%,-5.4%,-4.5,-8.4%,-1.7%,-11.8%,-10.5
CCC(C)Sc1nc(O)cc(=O)[nH]1 (stereo not drawn),-11.6%,-7.2,4.5%,-6.2%,3.9,2.8%,13.9%,-7.5%,0.0
CCN(CC)CCNC(=O)c1c(O)c2cc(OC)c(OC)cc2[nH]c1=O,-1.5%,-9.0,2.6%,-2.7%,-7.4,-4.5%,5.8%,-19.8%,-13.5
O=C1OC(/C=C/c2ccc(Cl)cc2Cl)=NC/1=C\c1cccs1,0.8%,2.5,7.8%,-5.6%,-5.0,0.4%,-1.5%,23.8%,-15.3
COc1ccc(OCC(=O)c2c(O)c3ccccc3oc2=O)cc1,-7.8%,-113.7*,u,-1.4%,13.6,-5.2%,-0.9%,20.6µM*,18.0
O=C(COC(=O)CCCSc1nc2ccccc2[nH]1)Nc1ccc(Cl)cc1,5.1%,4.7,-8.8%,1.1%,-0.8,0.4%,-0.9%,u,1.2
CN(C)S(=O)(=O)c1cccc(NC(=O)COc2ccccc2C(=O)Nc2ccccc2)c1,1.2%,37.2,u,x,5.6,-29.7%,u,16.4µM*,u
CCC(C)NC(=O)C1CCN(S(=O)(=O)c2cccnc2)CC1 (stereo not drawn),11.1%,-13.4,5.6%,0.9%,-2.3,16.1%,14.4%,u,0.0
CC(=O)CCC(=O)CNC(=O)CC[C@H]1O[C@@H](n2ccc(=O)[nH]c2=O)[C@H](O)[C@@H]1O,-1.0%,0.0,0.0%,x,-2.7,5.7%,20.1%,0.0%,0.0
COc1ccccc1CCCNC(=O)C1CCC(=O)N(CCc2cccc(F)c2)C1 (stereo not drawn),-2.8%,0.6,x,14.7%,-10.3,3.1%,6.2%,x,10.8
Cc1cc2oc(=O)cc(CN3CCOCC3)c2c(C)c1Cl,7.3%,30.3,-3.1%,-1.7%,1.1,-3.7%,0.0%,0.0%,13.1
O=C(O)c1ccc(OS(=O)(=O)c2ccc(Cl)s2)c(Cl)c1,-0.9%,16.4,0.8%,0.2%,2.1,9.8%,7.5%,0.0%,14.4
COc1ccc(-c2csc3ncnc(N4CCN(S(=O)(=O)c5ccccc5C#N)CC4)c23)cc1,-3.9%,3.5,x,2.3%,-13.2,-1.9%,-0.7%,x,-14.2
CCC1CCCCN1C(=O)N[C@@H](Cc1ccccc1)C(=O)O (stereo partly drawn),-16.4%,-11.0,0.8%,-2.7%,8.9,2.5%[9.24 µM],2.5%,19.6%,-4.3
O=C(Nc1ccccc1Cl)N1CCN(C/C=C/c2ccccc2)CC1,2.0%,-8.9,-6.0%,-3.0%,-19.8,-2.0%,-10.2%,u,-15.1
Cn1c(=O)c2c(nc(CN3CCN(Cc4ccccc4)CC3)n2Cc2cccc(Cl)c2)n(C)c1=O,-5.4%,-51.2*,u,2.4%,-10.1,-18.9%,-10.0%,8.1%,-20.1
CC1CN(C(=S)SCC(=O)c2ccccc2)CC(C)O1 (stereo not drawn),-1.7%,-17.2,10.0%,-5.7%,-2.5,6.6%,-0.1%,5.1%,-0.6
CSc1ccc(OC2(C)CCN(Cc3ccccc3)C2)cc1 (stereo not drawn),-4.7%,-73.4*,0.0%,x,-10.5,u,-14.5%,5.1%,-21.0
COCCn1c(C)cc(C(=O)COC(=O)c2ccc(N3CCCC3=O)cc2)c1C,3.6%,2.4,-4.1%,-10.4%,-1.1,9.3%,12.0%,u,u
